From PubChem
PvdQ inh: blocks Pseudomonas aeruginosa PvdQ acylase activity | inhibition, % at 10 µM | purified PvdQ acylase, fluorescence plate reader | actives 0.063% (n = 340,000); in the data active means inhibition above about 30%, passing the limit was not always enough;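 further: 0% = vehicle neutral wells and 100% = reference inhibitor wells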
dFosB activator: enhances mouse delta FosB homodimer DNA binding; P13346; purified delta FosB, TAMRA-CDK5 oligo fluorescence polarization; percent of positive-control signal above neutral wells; activation, % at 25 µM; actives 0.99% (n = 340,000);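 active means mean activation above about 17%, with every replicate also reaching it, limit read from the data, passing the limit was not always enough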;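 further: fluorescence polarization rise as delta FosB binds a TAMRA Cdk5 AP-1 oligo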
Target sequence (P13346 whole entry, looked up): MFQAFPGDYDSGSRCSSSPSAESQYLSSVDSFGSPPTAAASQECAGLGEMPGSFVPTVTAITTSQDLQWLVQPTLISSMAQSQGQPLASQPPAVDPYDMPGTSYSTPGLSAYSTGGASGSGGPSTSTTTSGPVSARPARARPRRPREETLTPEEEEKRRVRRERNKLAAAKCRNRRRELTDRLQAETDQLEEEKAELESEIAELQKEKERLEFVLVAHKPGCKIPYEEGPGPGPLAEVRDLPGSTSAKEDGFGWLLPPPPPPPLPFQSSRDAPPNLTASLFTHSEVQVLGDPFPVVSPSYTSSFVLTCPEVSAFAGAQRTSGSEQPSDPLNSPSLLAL
RTF Ca sens act: increases calcium sensitivity of human cardiac regulated thin filaments; actives 0.24% (n = 340,000); P19429+P45379; AID 493008; activation, % at 7.2 µM; IANBD-labeled TnC RTF fluorescence at EC20 calcium; 0% EC20 calcium, 100% full calcium;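 active means activation above the mean over all tested compounds plus 3 SD, cut at about 30% in these data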;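 further: rise in fluorescence read as greater calcium sensitivity of cardiac thin filaments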
Rtt109 Vps75: C. albicans Rtt109 histone acetyltransferase inhibition; AID 540336; purified Rtt109/Vps75, ThioGlo CoA-SH fluorescence, 4 h; inhibition, % at 34.9 µM; actives 0.16% (n = 330,000); Q5AAJ8;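 active means inhibition of at least 50% in every replicate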
Target sequence (Q5AAJ8 whole entry, looked up): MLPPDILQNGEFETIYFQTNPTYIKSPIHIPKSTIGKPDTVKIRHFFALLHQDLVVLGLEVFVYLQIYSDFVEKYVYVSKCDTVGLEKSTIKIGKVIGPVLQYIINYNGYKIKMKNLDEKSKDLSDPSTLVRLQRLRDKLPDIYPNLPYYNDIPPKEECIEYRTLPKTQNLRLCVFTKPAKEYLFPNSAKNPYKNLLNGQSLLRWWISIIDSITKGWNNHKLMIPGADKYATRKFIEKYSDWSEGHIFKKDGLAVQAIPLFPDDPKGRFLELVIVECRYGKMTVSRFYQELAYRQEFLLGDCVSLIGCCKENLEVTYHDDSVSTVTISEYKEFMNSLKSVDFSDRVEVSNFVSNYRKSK
Keap1-Nrf2 PPI: inhibitors of human Keap1-Nrf2 protein-protein interaction; Q14145; Keap1 Kelch-Nrf2 peptide fluorescence polarization, 1536-well; inhibition, % at 9.4 µM; actives 0.15% (n = 340,000); AID 504523; in the data active means inhibition above about 12%;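 further: human Keap1 Kelch domain with fluorescein labeled Nrf2 9mer peptide probe; 0% = neutral control wells and 100% = peptide positive control; higher means more block of Keap1 binding to Nrf2 peptide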
Mot1-301 SUMO: blocks SUMOylation pathway, rescuing yeast Mot1-301 growth; S. cerevisiae Mot1-301 growth rescue, ATP luminescence, 38.5C; percent above DMSO median, 100 means doubled; growth rescue, % at 18.8 µM; actives 1% (n = 320,000);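 active means every valid replicate shows activation above 250% relative to neutral control wells; inactive means the rest, any valid replicate at or below 250%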;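 further: OY570 slx delta 5 strain wells were the positive control but not used for scaling; some compounds called inactive have numbers as strong as hits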
LANA DNA inh: blocks KSHV LANA C-terminal domain binding to DNA; MBP-C-LANA/FAM-LBS DNA binding, fluorescence polarization; inhibition, % at 9 µM; actives 0.078% (n = 340,000); AID 504423;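 active means highest replicate inhibition at or above 60% at 9 µM, even if other replicates fall short; inactive means all replicates below 60% inhibition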;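 further: 0% = neutral control wells and 100% = 4 µM acridine orange control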
NSD2 inh: NSD2 (human) methyltransferase inhibition; O96028; NSD2 peptide methylation, AlphaScreen, 120 min; inhibition, % at 12.5 µM; actives 0.54% (n = 310,000); AID 743445; in the data active means inhibition above about 50%
CDK5 inh: blocks human CDK5/p35 kinase activity | Recombinant CDK5/p35, ADP-Glo luminescence, 60 min | inhibition, % at 10 µM | AID 488839 | actives 0.01% (n = 330,000);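 active means highest replicate inhibition of at least 50% and at least 75% of replicates reaching 50%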;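 further: plate controls were DMSO neutral control for no effect and GW8510 at 10 µM for full effect; many of its hits are not listed in these tables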
PfHsp90 set2: growth inhibition of yeast expressing Plasmodium Hsp90; AID 504621; S. cerevisiae expressing PfHsp90, BacTiter-Glo ATP, 48 h; yeast lacking PDR1 and PDR3 efflux regulators; inhibition, % at 9.4 µM; actives 0.32% (n = 310,000);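 active means every replicate shows inhibition above about 80%, whatever the replicate mean, limit read from the data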;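 further: 0% = DMSO neutral controls and 100% = 20 µM radicicol positive controls; yeast relying on Plasmodium falciparum Hsp90 in place of its own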
Cardiac RTF inh: cardiac RTF calcium desensitization; actives 0.12% (n = 340,000); inhibition, % at 7.15 µM; IANBD-labeled cardiac RTF, Ca2+ fluorescence; P19429+P45379;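 active means inhibition above the mean inhibition of all tested compounds plus 3 SD, cut at about 17% in these data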;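 further: assay run at fixed EC70 calcium of 1.6 mM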
Starred values were filed as active, the others as inactive.

What do the screens show for `Cc1ccc(-c2c(C(=O)N/N=C/c3cccnc3)nnn2-c2nonc2N)cc1`?
PvdQ inh: -11; dFosB activator: -18; RTF Ca sens act: -1; Rtt109 Vps75: -12; Keap1-Nrf2 PPI: 0; Mot1-301 SUMO: 19; LANA DNA inh: 1.3; NSD2 inh: -3; CDK5 inh: 0.4; PfHsp90 set2: 17; Cardiac RTF inh: -12

Results for O=C(NCc1ccccn1)c1ccc(Cn2cc(C(F)(F)F)ccc2=O)cc1 ?
PvdQ inh: -13; dFosB activator: -8; RTF Ca sens act: 2; Rtt109 Vps75: -1; Keap1-Nrf2 PPI: -3; Mot1-301 SUMO: -4; LANA DNA inh: 1.9; NSD2 inh: 0; CDK5 inh: -1.7; PfHsp90 set2: -2; Cardiac RTF inh: -16

How did COc1ccc(-n2nc3ccc(N)cc3n2)cc1Cl do in these assays?
PvdQ inh: -14; dFosB activator: -2; RTF Ca sens act: -8; Rtt109 Vps75: -9; Keap1-Nrf2 PPI: 5; Mot1-301 SUMO: -3; LANA DNA inh: 2.0; NSD2 inh: -1; CDK5 inh: -0.6; PfHsp90 set2: -7; Cardiac RTF inh: 3

What do the screens show for `O=C(CN(c1ccccc1Cl)S(=O)(=O)c1ccccc1)NCc1ccccc1`?
PvdQ inh: -14; dFosB activator: -5; RTF Ca sens act: -5; Rtt109 Vps75: 0; Keap1-Nrf2 PPI: 6; LANA DNA inh: -0.5; NSD2 inh: -2; CDK5 inh: 0.9; PfHsp90 set2: 1; Cardiac RTF inh: -8

How did CN(CC#CC(O)(c1ccccc1)c1ccccc1)C(C)(C)C do in these assays?
PvdQ inh: -14; dFosB activator: -4; Rtt109 Vps75: -10; Keap1-Nrf2 PPI: -6; Mot1-301 SUMO: -20; LANA DNA inh: -1.1; NSD2 inh: 1; CDK5 inh: 0.4; PfHsp90 set2: 3

What do the screens show for `CCN(CC)CCNC(=O)Cn1cnc2sc(C)c(S(=O)(=O)N3CCC(C)CC3)c2c1=O`?
PvdQ inh: 7; dFosB activator: -6; RTF Ca sens act: -3; Rtt109 Vps75: 0; Keap1-Nrf2 PPI: -2; Mot1-301 SUMO: -9; LANA DNA inh: -2.0; NSD2 inh: 3; CDK5 inh: 11; PfHsp90 set2: -9; Cardiac RTF inh: -5

What do the screens show for `CCn1nc(C)cc1C(=O)N(C)C1CCCN(Cc2ccccc2F)C1` (stereo not given)?
PvdQ inh: -13; dFosB activator: -11; RTF Ca sens act: 1; Rtt109 Vps75: -3; Keap1-Nrf2 PPI: 0; Mot1-301 SUMO: -3; LANA DNA inh: -0.1; NSD2 inh: 1; CDK5 inh: -1.3; PfHsp90 set2: -6; Cardiac RTF inh: -7

What do the screens show for `CC(C)(OC(=O)NC(=O)C(F)(F)F)C(C)(C)OC(=O)NC(=O)C(F)(F)F`?
PvdQ inh: 1; dFosB activator: -4; RTF Ca sens act: -6; Keap1-Nrf2 PPI: 5; Mot1-301 SUMO: -12; LANA DNA inh: -1.1; NSD2 inh: -5; CDK5 inh: 0.1; PfHsp90 set2: 15; Cardiac RTF inh: 2

Results for CC(=O)Nc1cccc(S(=O)(=O)N2CCCCCC2)c1 ?
PvdQ inh: -6; dFosB activator: -7; RTF Ca sens act: -5; Rtt109 Vps75: -9; Keap1-Nrf2 PPI: 2; Mot1-301 SUMO: 8; LANA DNA inh: -0.5; NSD2 inh: -1; CDK5 inh: -1.7; PfHsp90 set2: -4; Cardiac RTF inh: -1

What do the screens show for `CCCn1c(SCC(=O)OCC)nc(C(F)(F)F)cc1=O`?
PvdQ inh: -12; dFosB activator: -1; RTF Ca sens act: -1; Rtt109 Vps75: 8; Keap1-Nrf2 PPI: -3; Mot1-301 SUMO: -5; LANA DNA inh: -0.1; NSD2 inh: -4; CDK5 inh: -0.6; PfHsp90 set2: -8; Cardiac RTF inh: -9

Results for COc1cc(NC(=O)CN(c2cc(C)cc(C)c2)S(=O)(=O)c2c(C)[nH]c(=O)[nH]c2=O)cc(OC)c1 ?
PvdQ inh: -9; dFosB activator: -13; RTF Ca sens act: 4; Rtt109 Vps75: -5; Keap1-Nrf2 PPI: -6; Mot1-301 SUMO: 0; LANA DNA inh: 0.7; NSD2 inh: 1; CDK5 inh: -2.2; PfHsp90 set2: -22; Cardiac RTF inh: -11

Results for Cc1cc(C(=O)NNC(=O)c2ccccc2[N+](=O)[O-])c(C)o1 ?
PvdQ inh: -3; dFosB activator: 5; RTF Ca sens act: 5; Rtt109 Vps75: 2; Keap1-Nrf2 PPI: -1; Mot1-301 SUMO: 0; LANA DNA inh: 1.9; NSD2 inh: -2; CDK5 inh: -2.0; Cardiac RTF inh: 0

Results for CC(C)CN(C(=O)c1ccc([N+](=O)[O-])s1)c1c(N)n(Cc2ccccc2)c(=O)[nH]c1=O ?
PvdQ inh: -1; dFosB activator: -6; RTF Ca sens act: -8; Rtt109 Vps75: 5; Keap1-Nrf2 PPI: 0; Mot1-301 SUMO: 123; LANA DNA inh: 1.1; NSD2 inh: 2; CDK5 inh: 0.6; Cardiac RTF inh: 1

How did CCOc1ccc(CN2CCCC(CO)(Cc3ccc(F)cc3)C2)cc1 (stereo not given) do in these assays?
PvdQ inh: -11; dFosB activator: 0; RTF Ca sens act: 1; Rtt109 Vps75: 1; Keap1-Nrf2 PPI: -3; Mot1-301 SUMO: 9; LANA DNA inh: -0.8; NSD2 inh: 1; CDK5 inh: -2.6; PfHsp90 set2: 4; Cardiac RTF inh: -4

What do the screens show for `CC(=O)Oc1ccc(-c2cc3c(OC(C)=O)cc(OC(C)=O)cc3oc2=O)cc1`?
PvdQ inh: -16; dFosB activator: -3; RTF Ca sens act: 4; Rtt109 Vps75: inactive; Keap1-Nrf2 PPI: -4; Mot1-301 SUMO: -25; LANA DNA inh: 2.6; CDK5 inh: 1.8; PfHsp90 set2: 30; Cardiac RTF inh: -1

Results for Cc1nn(-c2ccccc2)c(C)c1/C=N/NC(=O)CSc1nnc(SCc2ccc(Cl)cc2)s1 ?
PvdQ inh: -11; dFosB activator: -1; RTF Ca sens act: 3; Rtt109 Vps75: 4; Keap1-Nrf2 PPI: -1; Mot1-301 SUMO: -4; LANA DNA inh: -1.9; CDK5 inh: 1.8; PfHsp90 set2: 15; Cardiac RTF inh: -1

What do the screens show for `COc1ccc(-c2csc(NC(=O)C3CCCO3)n2)cc1` (stereo not given)?
PvdQ inh: -7; dFosB activator: -3; RTF Ca sens act: -3; Rtt109 Vps75: 1; Keap1-Nrf2 PPI: -2; Mot1-301 SUMO: 15; LANA DNA inh: 0.7; NSD2 inh: 0; CDK5 inh: 2.6; PfHsp90 set2: -36; Cardiac RTF inh: -34

How did COc1ccc2[nH]c(=O)c(CN(Cc3ccc(C)cc3)Cc3nnnn3CC3CCCO3)cc2c1 (stereo not given) do in these assays?
PvdQ inh: 12; dFosB activator: -2; RTF Ca sens act: 7; Rtt109 Vps75: 9; Keap1-Nrf2 PPI: -1; Mot1-301 SUMO: -9; LANA DNA inh: -1.7; NSD2 inh: 2; CDK5 inh: 3.9; PfHsp90 set2: -5; Cardiac RTF inh: 1

How did O=C(CN1C(=O)/C(=C/c2ccccc2)Sc2ccccc21)NCCCN1CCOCC1 do in these assays?
PvdQ inh: -13; dFosB activator: -11; RTF Ca sens act: -3; Rtt109 Vps75: 2; Keap1-Nrf2 PPI: 1; Mot1-301 SUMO: -15; LANA DNA inh: -1.2; NSD2 inh: -3; CDK5 inh: -0.5; PfHsp90 set2: 16; Cardiac RTF inh: 0

Results for CC1(C)Cc2c(sc(/N=C/N3CCCCC3)c2C#N)C(C)(C)N1 ?
PvdQ inh: -3; dFosB activator: 0; RTF Ca sens act: 10; Rtt109 Vps75: 1; Keap1-Nrf2 PPI: -1; Mot1-301 SUMO: -9; LANA DNA inh: 0.6; NSD2 inh: -2; CDK5 inh: -12; PfHsp90 set2: 0; Cardiac RTF inh: -9

Results for COc1ccc(/C=C/C(=O)OCc2csc(-c3ccccc3)n2)cc1OC ?
PvdQ inh: 10; dFosB activator: -7; RTF Ca sens act: -1; Rtt109 Vps75: 8; Keap1-Nrf2 PPI: 5; Mot1-301 SUMO: 2; LANA DNA inh: -2.7; NSD2 inh: -3; CDK5 inh: -0.9; PfHsp90 set2: -19; Cardiac RTF inh: 2

Results for c1coc(C2Nc3ccccc3C3OCCC23)c1 (stereo not given) ?
PvdQ inh: -10; dFosB activator: -5; RTF Ca sens act: 6; Rtt109 Vps75: 2; Keap1-Nrf2 PPI: 7; Mot1-301 SUMO: -15; LANA DNA inh: -0.4; NSD2 inh: -1; CDK5 inh: 1.3; Cardiac RTF inh: -1

Results for Cc1ccc(C(C)NC(=O)c2cc(C)oc2C)cc1 (stereo not given) ?
PvdQ inh: -8; dFosB activator: -11; RTF Ca sens act: 10; Rtt109 Vps75: -19; Keap1-Nrf2 PPI: -8; Mot1-301 SUMO: 18; LANA DNA inh: 0.9; NSD2 inh: -3; CDK5 inh: -0.9; PfHsp90 set2: 27; Cardiac RTF inh: -12

What do the screens show for `Cc1ccc(CNC(=O)c2cccc(S(C)(=O)=O)c2)cc1`?
PvdQ inh: -4; dFosB activator: -7; RTF Ca sens act: 2; Rtt109 Vps75: -1; Keap1-Nrf2 PPI: -8; Mot1-301 SUMO: 13; LANA DNA inh: 1.3; NSD2 inh: -2; CDK5 inh: -1.1; PfHsp90 set2: 35; Cardiac RTF inh: -1

What do the screens show for `CN1C(=S)SC(N2OC3C(=O)N(c4ccccc4)C(=O)C3C2c2ccc(Cl)cc2)C1(C)C` (stereo not given)?
PvdQ inh: -14; dFosB activator: -2; RTF Ca sens act: 10; Rtt109 Vps75: 2; Keap1-Nrf2 PPI: -6; Mot1-301 SUMO: -9; LANA DNA inh: -0.2; NSD2 inh: -1; CDK5 inh: -3.7; PfHsp90 set2: -3; Cardiac RTF inh: 2

What do the screens show for `COc1cc2c(cc1OC)/C(=C/c1ccc(Cl)cc1)C(=O)OC2`?
PvdQ inh: 16; dFosB activator: -4; RTF Ca sens act: -3; Rtt109 Vps75: 15; Keap1-Nrf2 PPI: 1; Mot1-301 SUMO: 0; LANA DNA inh: 2.2; NSD2 inh: 4; CDK5 inh: -5.0; PfHsp90 set2: -31; Cardiac RTF inh: -6

How did CC1Cc2ccccc2N1C(=S)NC(=O)c1cccc(Br)c1 (stereo not given) do in these assays?
PvdQ inh: -26; dFosB activator: -3; RTF Ca sens act: -4; Rtt109 Vps75: 4; Keap1-Nrf2 PPI: -5; LANA DNA inh: 1.1; NSD2 inh: 3; CDK5 inh: -3.0; PfHsp90 set2: -165; Cardiac RTF inh: -7

How did O=C(c1ccc(Br)cc1)N(Cc1ccco1)C1CCS(=O)(=O)C1 (stereo not given) do in these assays?
PvdQ inh: -8; dFosB activator: -2; RTF Ca sens act: -5; Rtt109 Vps75: -3; Keap1-Nrf2 PPI: -2; Mot1-301 SUMO: -1; LANA DNA inh: 0.2; NSD2 inh: -1; CDK5 inh: -1.2; PfHsp90 set2: 10; Cardiac RTF inh: 4
